LmPK inhibitor: blocks Leishmania mexicana pyruvate kinase activity; AID 1721; 290,000 compounds, 0.37% hits; purified LmPK, Kinase-Glo ATP luminescence, 1 h; Potency, µM (top dose mostly 57.5 µM), without a hit: at the top dose activity change, negative = inhibition, actives largely listed as inhibitors; also: potency is read from the fitted curve at half-maximal effect; % is scaled to controls: 0 for no effect and ±100 for the full control effect
Target sequence (Q27686 whole entry, looked up): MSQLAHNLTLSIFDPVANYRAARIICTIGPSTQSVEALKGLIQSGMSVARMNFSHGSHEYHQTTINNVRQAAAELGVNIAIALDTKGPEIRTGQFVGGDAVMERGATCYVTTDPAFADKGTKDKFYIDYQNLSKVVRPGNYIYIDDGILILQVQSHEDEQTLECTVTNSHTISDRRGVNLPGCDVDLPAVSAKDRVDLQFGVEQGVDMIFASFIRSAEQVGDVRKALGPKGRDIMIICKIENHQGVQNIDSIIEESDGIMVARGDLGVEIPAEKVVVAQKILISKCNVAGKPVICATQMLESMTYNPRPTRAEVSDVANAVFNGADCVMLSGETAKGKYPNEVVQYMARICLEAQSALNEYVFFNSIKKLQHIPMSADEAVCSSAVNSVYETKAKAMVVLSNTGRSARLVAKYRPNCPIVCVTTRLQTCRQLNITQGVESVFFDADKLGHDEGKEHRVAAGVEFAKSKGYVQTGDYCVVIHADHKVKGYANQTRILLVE
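ATP generated from ADP (0.1 mM) and PEP (0.5 mM) by 0.1 nM LmPK over 1 h at room temperature (pH 7.2 imidazole buffer) was detected by coupled luciferase luminescence. Values were normalized to uninhibited and no-enzyme wells.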
Pf growth 48h: P. falciparum growth inhibition at 48 hours (one generation) | P. falciparum luciferase growth in erythrocytes, 48 h | Potency, µM (doses to about 28.7 µM), for inactives: at the top dose activity change, negative = inhibition, usual class: inhibitors | 310,000 compounds, 5.9% hits | AID 504832; also: potency is read from the fitted curve at half-maximal effect; % is scaled to controls: 0 for no effect and ±100 for the full control effect
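Luminescence readout; reporter = integrated firefly luciferase in P. falciparum. RBC culture at 2% hematocrit, 0.1% parasitemia final, 37 C/5% CO2; decreased signal taken as growth inhibition.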
Shiga toxin inh: blocks Shiga toxin action in Vero cells; 290,000 compounds, 9.2% hits; inhibition, % at 38.7 µM; Vero cells, Shiga toxin protein synthesis inhibition reporter; in the data active = inhibition mostly above about 28%, no sharp cut-off; inactive = mostly below about 43%; also: 0% is about no effect
Pf growth 96h: P. falciparum growth inhibition at 96 hours; Potency, µM (top dose mostly 28.7 µM), inactives show at the top dose activity change, negative = inhibition, most hits filed as inhibitors; P. falciparum luciferase reporter growth, 96 h; 320,000 compounds, 6.9% hits; also: potency is read from the fitted curve at half-maximal effect; % is scaled to controls: 0 for no effect and ±100 for the full control effect
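Two parasite generations (96 h, 37 C, 5% CO2) of compound exposure in infected erythrocytes (0.05% parasitemia, 2% hematocrit). Luciferase-reporter P. falciparum; decreased luminescence indicates inhibited growth, aimed at apicoplast-acting delayed death.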
TbPYK inhibitor: inhibitors of Trypanosoma brucei pyruvate kinase; Q57TT1; TbPYK enzyme, Kinase-Glo Plus ATP luminescence, 45 min; 410,000 compounds, 0.12% hits; Potency, µM (highest dose often 76.8 µM), without a hit: at the top dose activity, negative = inhibition, actives largely listed as inhibitors; also: potency is read from the fitted curve at half-maximal effect; % is scaled to controls: 0 for no effect and ±100 for the full control effect; nearly all actives have a fitted effect of over 50% in size
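Screened from lowest to highest concentration, compounds were pinned into TbPYK/substrate mixtures, and ADP (130 uM final) was added. Plates sat at room temperature for 45 min prior to Kinase-Glo Plus detection by luminescence.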
AMA1 RON2 block: disrupts binding of P. falciparum AMA1 to RON2. AlphaScreen AMA1-biotinylated RON2 peptide binding. Potency, µM (series often up to 58.2 µM), for the others: top-dose activity change, negative = inhibition, most hits filed as inhibitors. 360,000 compounds, 0.2% hits;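 also: potency is read from the fitted curve at half-maximal effect; 0% = vehicle wells and -100% = peptide control; nearly all actives have a fitted effect of over 45% in size; some results filed as inactive show a strong effect at the top dose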
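AMA1 (3D7) with his tag at 25 nM final met compounds first, then biotinylated RON2 peptide at 25 nM; detection used donor plus acceptor beads, 10 µg/mL apiece, read by AlphaScreen after 30 min at room temperature.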
CHX counter: counter-screen for Shiga toxin inhibitors: cycloheximide protein synthesis inhibition | cell reporter, cycloheximide protein synthesis inhibition counterscreen | max response, % | 300,000 compounds, 12% hits | AID 2314; in the data active = max response mostly above about 13%, no sharp cut-off; inactive = mostly below about 14%; also: read at 38.3 µM for the half of the compounds with a filed dose; 0% is about no effect
* marks the source's active call; other numbers are inactive results; ? = inconclusive; nt = not tested or not shown; & = joins results of further samples; [ ] = another dose, or the depositor's remark. Unless noted, calls follow the shape of the dose curve; as a rule, active = well fitted curve in the direction sought with a large enough effect; inconclusive = small, poorly fitted or top-dose-only effect, or another doubt; inactive = no such curve, though single readings can be large; an effect the other way counts as inactive or inconclusive.

SMILES	LmPK inhibitor	Pf growth 48h	Shiga toxin inh	Pf growth 96h	TbPYK inhibitor	AMA1 RON2 block	CHX counter
O=C(COC(=O)c1cccs1)NC1CCCCC1	-2%	0%	94*	nt	6%	13%	43*
COc1ccc2nc(NC(=O)C3CCCN(S(=O)(=O)c4cccc5nsnc45)C3)sc2c1 (centres undefined)	4%	?	-4	nt	-1%	-3%	8
CCc1cc2c(SCC(=O)c3ccc(Cl)s3)ncnc2s1	1%	8%	12	nt	-18%	-1%	10
O=C(COC(=O)c1ccc(O)cc1O)N=c1sccn1Cc1ccccc1Cl	nt	?	nt	?	7%	-2%	nt
Cc1ccc(-n2c(C)cc3c2CC(C)(C)CC3=O)cc1C	5%	nt	-8	-9%	2%	-29%	-6
Cc1cc(NC(=O)C2CC2)ncc1NC(=O)c1ccccn1	-27%	33%[activator]	71*	24%	6%	68%[activator]	40*
COc1ccc(CCN=CC2=C(O)CCCC2=O)cc1OC	0%	36%[activator]	9	nt	-1%	8%	-1
COc1ccc(N2CCN(c3ccc(N4C(=O)CC(C)C4=O)cc3[N+](=O)[O-])CC2)cc1 (centres undefined)	-3%	0%	-11	9%	0%	-20%	-5
COC(CNC(=O)c1ccc(CS(=O)(=O)c2ccccc2)o1)OC	6%	3%	-7	?	-9%	-7%	-5
CCCc1nn2c(=O)cc(CSCC(=O)Nc3cccc(C)c3)nc2s1	4%	-9%	9	?	7%	-5%	-3
CCSc1nnc(NC(=O)[C@@H](NC(=O)c2ccccc2)C(C)C)s1	7%	3%	-5	?	-2%	9%[11.6 µM]	-2
C/C(=N\NC(=O)c1cc(C(C)(C)C)[nH]n1)C12CC3CC(CC(C3)C1)C2	2%	2.6µM*	19	51%[activator]	-3%	72%[activator]	23*
CC(OC(=O)c1cc(S(=O)(=O)N(C)c2ccccc2)ccc1Cl)C(=O)Nc1ccc2c(c1)OCCO2 (centres undefined)	4%	-10%	-3	22%	-11%	-20%	-4
Cc1ccc(CNC(=O)/C=C/c2ccc(S(=O)(=O)N3CCOCC3)cc2)cc1	0%	-12%	-2	?	-6%	-1%	-2
CC(C)N(C)S(=O)(=O)c1ccc(Cl)c(C(=O)O)c1	4%	0%	-8	12%	-2%	9%	-2
Cc1nn(CC(=O)N(C)c2c(N)n(Cc3ccccc3)c(=O)[nH]c2=O)c(C)c1[N+](=O)[O-]	nt	12%	nt	?	2%	5%	nt
Cc1cccc(NC(=O)CCCn2c(=S)[nH]c3ccccc3c2=O)c1	15%	?	-25	?	-15%	120%[activator]	-4
O=C(CN(c1cccc([N+](=O)[O-])c1)S(=O)(=O)c1ccccc1)NCc1cccnc1	2%	5%	-10	?	3%	-5%	-6
Cc1cccc(/C=N/Nc2ccc3ccccc3n2)c1	?	5%	-3	-62%	-15%	45%[activator]	1
COc1ccc(N2CCN(C(=O)NC3CC(=O)N(c4ccc(OC)cc4)C3)CC2)cc1 (centres undefined)	7%	-9%	16	?	5%	0%	13
COc1ccc(Cl)cc1NC(=O)CCc1nnc2ccc(N3CCN(C)CC3)nn12	-2%	12%	3	?	1%	1%	10
COc1ccc(N(CC(C)C)S(=O)(=O)c2nnc(NC(=O)CC(C)C)s2)cc1	-1%	-9%	6	?	-2%	-1%	-1
Cc1ccc(NC(=O)c2cc(S(=O)(=O)N3CCCCC3)c[nH]2)cc1F	-9%	7%	-6	?	-1%&-7%	5%	-2
CCC1c2ccc(C)n2CCN1C(=O)Nc1ccccc1OC (centres undefined)	7%	?	29*	111%[activator]	1%	10%	15*
CCc1nc(N2CCN(C(=O)CCl)CC2)c2c3c(sc2n1)CC(C)CC3 (centres undefined)	-1%	?	36	-67%	5%	-12%	11*
Cc1cc(C)cc(NC(=O)[C@H](Cc2c[nH]c3ccccc23)NC(=O)[C@@H]2Cc3ccccc3CN2)c1	-8%	9.3µM*	-6	?	4%	40%[activator]	-2
CC1(C)NC(=O)N(CC(O)COc2ccc(N3C(=O)c4ccccc4C3=O)cc2)C1=O (centres undefined)	0%	12%	-3	16%	1%	2%	-5
Cc1ccc(SCCNC(=O)c2ccc(C)c(S(=O)(=O)Nc3ccccc3C)c2)cc1	1%	?	-16	-23%	-8%	10%	-4
CCOC(=O)c1cccc(OC(=O)CCNC(=O)c2ccc(Cl)cc2)c1	nt	-2%	nt	12%	-4%	2%	nt
COC(=O)C1=C(C)NC(C)=C(C(=O)OC)C1C(=O)OCC(=O)Nc1ccc(C(C)=O)cc1	-3%	2%	-4	41%	-6%	-11%	5
Cc1nc(N2CCCCC2)c2c(C)c(C(=O)Nc3cccc(C(F)(F)F)c3)sc2n1	-8%	2.6µM*	17	-30%	4%	-6%	7
Cn1c(-c2ccccc2)c(/C=N/NC(=O)c2cccnc2)c2ccccc21	-1%	-22%	68*	?	-5%	5%	21*
O=C(Nc1ccc2c(c1)OCO2)c1ccc(Cl)s1	-20%	nt	81*	170%[activator]	-15%	1%	78*
Cc1ccc(Cn2c(=N)n(CC(O)COc3ccccc3)c3ccccc32)cc1 (centres undefined)	3%	nt	-22	1.7µM*	-2%	6%	-6
Cc1ccc(NC(=O)CSCC(=O)Nc2nnc(C)s2)cc1	nt	-1%	nt	19%	1%	-7%	nt
COc1cccc(/C=N/NC(=O)CSc2ccccc2C)c1O	1%	?	37*	0%	-3%	93%[activator]	17
O=C(COC(=O)c1ccco1)NCc1cccs1	-5%	15%	-5	3%	16%	13%	1
CCn1nc(NS(=O)(=O)c2ccccc2[N+](=O)[O-])c2cc3ccc(C)cc3nc21	-8%	13%	-10	?	0%	-6%	-2
CC1CCCN(CCCNC(=O)CCn2nc(-c3ccccc3)ccc2=O)C1 (centres undefined)	-2%	5%	-15	-17%	-4%	3%	-3
COc1ccccc1C(=O)Nc1ccc(N2CCN(S(C)(=O)=O)CC2)cc1	1%	82%[activator]	37*	?	5%	-8%	11
NCC(=O)Nc1ccc(Br)cc1	-1%[11.5 µM]	?	-15	13%	4%	16%	-2
CC(C)OCCCNC(=O)C(Cc1ccccc1)NS(=O)(=O)c1ccc2c(c1)CCC(=O)N2 (centres undefined)	-1%	-29%	14	18%	-1%	-5%	-1
O=C(/C=C/c1ccc(F)cc1)NCCNC(=O)/C=C/c1ccc(F)cc1	5%	18%	-7	44%[activator]	-2%	0%	-2
O=C(Nc1ccc2oc(=O)ccc2c1)c1cc([N+](=O)[O-])ccc1N1CCOCC1	-1%	-2%[5.75 µM]	-2	6%	-7%	0%	1
CCn1cc(C(=O)O)c(=O)c2cc(F)c(N3CCN(C(=O)Nc4ccccc4)CC3)cc21	1%	0.47µM*	-7	5%	-4%	-4%	-2
Cc1ccc(S(=O)(=O)N2CCN(C(=O)COC(=O)/C=C/c3ccc(F)cc3)CC2)c(C)c1	nt	4%	nt	17%	-6%	0%	nt
O=c1c2ccccc2nc(-c2ccoc2)n1-c1ccccc1	-4%	nt	-16	-22%	0%	-4%	-2
Cc1ccc(CN2CCNC(=O)C2CC(=O)NCC(F)(F)F)o1 (centres undefined)	2%	0%	-5	31%[activator]	4%	-6%	3
Cc1ccc(Cl)cc1OCC(=O)NCCOC(=O)Nc1sc(=S)n(C)c1C	3%	0%	-3	-28%	2%	-1%	4
Cc1nn2c(N3CCOCC3)cc(C(C)(C)C)nc2c1-c1ccc(Cl)cc1	-1%	-17%	3	-7%	-6%	-2%	-1
COc1ccc(C(=O)N2CCc3cc4c(cc3C2C)OCCCO4)cc1 (centres undefined)	-14%	?	7	13µM*	-7%	-4%	-1
Cc1c(C(c2ccc(Br)cc2)c2c(C)n(C)n(-c3ccccc3)c2=O)c(=O)n(-c2ccccc2)n1C	12%	0%	nt	20%	-9%	0%	-1
COC(=O)NN=C1CCC(c2ccccc2)CC1 (centres undefined)	-8%	10%	30*	?	6%	14%	25
O=C1CCCN1CCCNS(=O)(=O)c1ccc(F)c(F)c1	-6%	52%[activator]	-12	?	-3%	-15%	-2
Cc1cccc(OCc2nnc(SCC(=O)N3CCN(C(=O)c4ccco4)CC3)n2C)c1C	3%	-16%	-9	nt	-3%	12%	-6
Cc1ccccc1-n1nnnc1SCC(=O)NCC1(N2CCOCC2)CCCCC1	nt	?	nt	?	4%	6%	nt
Cc1noc(C)c1COC(=O)c1ccc(F)c(S(=O)(=O)N2CCOCC2)c1	nt	?	nt	?	2%	-6%	nt
Nc1nc(-c2cccnc2)nc2sc3c(c12)CCCC3	-6%	14%	89	0%	2%	6%	31*
CC(C)(C)NC(=O)C(c1ccco1)N(Cc1ccc2c(c1)OCO2)C(=O)Cn1nnc2ccccc21 (centres undefined)	2%	8.3µM*	20	15µM*	0%	1%	1
O=C(CN1C(=O)NC2(CCOc3ccccc32)C1=O)c1ccc(F)cc1 (centres undefined)	nt	-15%	nt	?	8%	13%	nt
(cont.)
SMILES	LmPK inhibitor	Pf growth 48h	Shiga toxin inh	Pf growth 96h	TbPYK inhibitor	AMA1 RON2 block	CHX counter
O=C(CN1CCN(Cc2ccccc2)CC1)N1CCCc2ccccc21	-6%	nt	10	4%	-3%	-26%	11
CCOC(=O)N1CCN(C(=O)CNC(=O)c2nn(-c3ccc(OC)c(OC)c3)c(=O)c3ccccc23)CC1	1%	?	-11	?	0%	-2%	-5
COc1ccc(/C=C/c2ccccc2)cc1[C@H]1[C@H]2C=CC[C@@H](C)[C@@H]2C(=O)N1Cc1ccccc1	0%	?	11	?	3%	40%[activator]	-2
Cc1cc(C)n2nc(SCc3cc(=O)oc4cc(O)ccc34)nc2n1	3%	?	26	nt	nt	nt	-2
O=C(O)CSc1nc2ccc(Cl)cc2[nH]1	1%	42%[activator]	-1	?	-8%	1%	-2
CC(Oc1ccc(Br)cc1)C(=O)Nn1c(=S)[nH]c2ncccc2c1=O (centres undefined)	-23%	3%	-2	64%[activator]	nt	nt	-2
Cc1nnc(SCCN2CCOCC2)n1-c1cccc(Cl)c1	-17%	-11%	25	-11%	5%	?	-1
COc1ccc(/C=N/NC(=O)CNC(=O)COc2ccccc2)cc1	2%	-5%	-5	-21%	1%	-1%[2.32 µM]	-3
O=C(Nc1ccon1)c1ccccc1F	0%	37%[activator]	35	nt	-8%	-1%	-2
O=S(=O)(NC1CCCC1)c1cccc(-c2nnc(-c3ccccc3)o2)c1	7%	nt	7	?	-7%	22%	30*
COc1ccc(NC(=O)C2=C(C)Nc3ncnn3C2c2ccccc2C(F)(F)F)c(OC)c1 (centres undefined)	1%	13%	-1	21%	-8%	28%	-1

Part of the list above, as labelled records.
> O=C(CN1CCN(Cc2ccccc2)CC1)N1CCCc2ccccc21
  LmPK inhibitor = -6%
  Pf growth 48h = nt
  Shiga toxin inh = 10
  Pf growth 96h = 4%
  TbPYK inhibitor = -3%
  AMA1 RON2 block = -26%
  CHX counter = 11
> CCOC(=O)N1CCN(C(=O)CNC(=O)c2nn(-c3ccc(OC)c(OC)c3)c(=O)c3ccccc23)CC1
  LmPK inhibitor = 1%
  Pf growth 48h = ?
  Shiga toxin inh = -11
  Pf growth 96h = ?
  TbPYK inhibitor = 0%
  AMA1 RON2 block = -2%
  CHX counter = -5
